Pf Dd2 inh = P. falciparum Dd2 growth inhibition. 94,000 compounds, 2.3% hits. activity change, % at 10 µM. SYBR Green, 72 h; active compounds read low. AID 1159554; in the data active = activity change below about -80%; inconclusive = no clear call, values can overlap the other calls
Tcruzi prolif = inhibitors of T. cruzi proliferation; T. cruzi beta-gal in NIH3T3, GalScreen luminescence, 90 h; inhibition, % at 8.34 µM; 77,000 compounds, 5.9% hits; AID 624255;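 active = mean inhibition above about 93%, with at least 55% of replicates each passing it, limit read from the data, passing the limit was not always enough; inconclusive = only one of those two conditions holds; inactive = neither condition holds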
GASC1 inh = KDM4C (human) demethylase inhibition; AID 720574; 96,000 compounds, 0.15% hits; GST-KDM4C 2-372, H3K9me3 peptide, LANCE TR-FRET; Q9H3R0; inhibition, % at 12.5 µM;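 active = mean replicate inhibition above about 25%, with at least 55% of replicates also reaching it, limit read from the data, passing the limit was not always enough; inconclusive = only one of those two conditions met; inactive = neither condition met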
Target sequence (Q9H3R0 2-372 limits assumed): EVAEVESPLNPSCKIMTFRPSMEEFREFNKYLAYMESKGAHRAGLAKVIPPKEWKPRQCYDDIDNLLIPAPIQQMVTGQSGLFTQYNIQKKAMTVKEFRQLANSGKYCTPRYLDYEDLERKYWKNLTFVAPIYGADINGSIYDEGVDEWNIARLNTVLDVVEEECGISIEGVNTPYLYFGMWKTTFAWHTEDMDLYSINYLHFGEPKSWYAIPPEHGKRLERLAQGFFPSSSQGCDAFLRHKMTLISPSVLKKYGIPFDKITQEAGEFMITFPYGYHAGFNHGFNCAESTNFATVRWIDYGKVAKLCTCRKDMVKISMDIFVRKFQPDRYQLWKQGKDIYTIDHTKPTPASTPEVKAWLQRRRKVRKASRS
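Material: GST-tagged GASC-1 (JMJD2C) catalytic fragment, aa 2-372. Input: enzyme final amount 10 nM. Medium: HEPES buffer, pH 7.5, plus ascorbate. Reagent: H3K9me3 peptide substrate, Fe(II), 2-oxoglutarate. Doses: single dose. Times: reaction 30 min RT, detection step 1 h RT. Measured by: LANCE TR-FRET. Evaluation: Fall in 671/618 emission ratio as inhibition.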
C diff HTS = inhibitors of Clostridium difficile growth; Clostridium difficile clinical isolate growth, OD600, 24 h; active compounds read low; growth activity, negative = inhibition, % at 16 µg/mL (by protocol); 86,000 compounds, 0.25% hits; AID 1259249;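 active = mean growth activity at or below -80% and every replicate also at or below -80%; inconclusive = mean at or below -80% but some replicate above -80%; inactive = mean growth activity above -80%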;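 note: 0% = DMSO wells and -100% = levofloxacin 16 µg/mL wells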
The depositor's hits bear a star; ? = inconclusive; nt = no result given; & = joins results of further samples.

molecule	Pf Dd2 inh	Tcruzi prolif	GASC1 inh	C diff HTS
COCC(=O)N1[C@H](C#N)[C@@H](c2ccccc2-c2ccccc2)[C@H]1CO	-93*	nt	-0.5	-3
C[C@@H]1CN([C@H](C)CO)C(=O)c2cccc(NC(=O)c3ccncc3)c2O[C@@H]1CN(C)S(=O)(=O)c1cn(C)cn1	27	9	-0.8	nt
Cc1noc(C)c1S(=O)(=O)N(C)C[C@@H]1OCCCC[C@H](C)Oc2ccc(NS(=O)(=O)c3cccs3)cc2C(=O)N([C@H](C)CO)C[C@H]1C	-35	nt	-5.2	-7
C[C@H](CO)N1C[C@H](C)[C@H](CN(C)S(=O)(=O)c2ccccc2F)OCc2ccccc2-c2c(n(C)c3ccccc23)C1=O	-87*	99*	-1.4	5
CN1C(=O)c2cc(NS(=O)(=O)c3cccc(F)c3)ccc2OC[C@@H]2O[C@@H](CC(=O)O)CC[C@H]21	-22	-5	0.4	nt
C[C@H]1CN([C@@H](C)CO)C(=O)CCCn2cc(nn2)CO[C@@H]1CN(C)C(=O)Nc1ccc2c(c1)OCO2	0&-5	9&65	14	2&-2
COCC(=O)N1CC2(C1)[C@@H](c1ccc(-c3ccccc3)cc1)[C@@H](CO)N2C(C)=O	17	nt	-1.8	-5
CNC[C@H]1Oc2ccc(NC(=O)Nc3ccc(F)cc3)cc2C(=O)N([C@H](C)CO)C[C@@H]1C	10	nt	2.0	1&-2
Cc1ccccc1-c1ccccc1[C@@H]1[C@@H](C#N)N(C(=O)c2cccc(F)c2)[C@H]1CO	-10	nt	0.8	-4
CCC(=O)N1[C@@H](CO)[C@H](c2ccccc2)[C@@H]1CN(C(C)C)S(C)(=O)=O	11	12	0.2	-1
COc1cccc(NC(=O)N[C@H]2CC[C@H](CC(=O)N3CCN(C)CC3)O[C@@H]2CO)c1	13	48	1.6	6
CC=Cc1ccc2n(c1=O)C[C@@H]1[C@@H](CO)[C@H](C(=O)NCc3ccc(F)cc3)[C@H]2N1S(C)(=O)=O (mixture of isomers)	2	22	0.6	-7
COc1ccccc1C#Cc1ccc2c(c1)O[C@H](CN(C)C(C)=O)[C@@H](C)CN([C@H](C)CO)S2(=O)=O	-39	54	-1.8	10
Cc1noc(C)c1NC(=O)Nc1ccc2c(c1)CC(=O)N([C@@H](C)CO)C[C@@H](C)[C@H](CN(C)Cc1ccc(-c3ccccc3)cc1)O2	-41	38	-0.4	1
C[C@H](O)C#Cc1cnc2c(c1)C(=O)N([C@H](C)CO)C[C@H](C)[C@H](CN(C)C(=O)Cc1ccccn1)O2	21	36	1.4	-1
Cc1noc(C)c1NC(=O)N(C)C[C@@H]1Oc2ccc(NS(=O)(=O)c3ccc(F)cc3)cc2CC(=O)N([C@H](C)CO)C[C@@H]1C	4	4	-3.8	3
C/C=C/c1ccc([C@H]2[C@H](CO)N3C(=O)CN(Cc4ccccc4)C[C@@H]23)cc1	-16	nt	6.5	3
CO[C@@H]1CN(C)C(=O)c2cc(NC(=O)NC(C)C)ccc2OC[C@H](C)N(CC2CC2)C[C@@H]1C	10	-2	0.0	-1
Cc1noc(C)c1NC(=O)N[C@@H]1C=C[C@H](CC(=O)NCc2ccc(Cl)c(Cl)c2)O[C@H]1CO	2	-57	0.4	12
O=C(NCC[C@H]1CC[C@H](NS(=O)(=O)c2cccc(F)c2)[C@H](CO)O1)c1cnccn1	16	-8	4.6	0
C[C@H]1CN([C@@H](C)CO)C(=O)c2cccc(NS(=O)(=O)c3ccc(Cl)cc3)c2O[C@H]1CN(C)Cc1ccc(Cl)c(Cl)c1	-7	75	1.7	26
C[C@@H]1CN([C@H](C)CO)C(=O)c2cc(-c3ccc(F)cc3)cnc2O[C@@H]1CN(C)C(=O)CN(C)C	8	-45	1.8	1
CCCNC(=O)N1[C@@H](CO)[C@H](c2ccccc2)[C@@H]1CNC(=O)c1cccc(F)c1	-45	102*	-1.4	-1
COc1ccccc1S(=O)(=O)N[C@@H]1CC[C@H](CCn2cc(C3CCCC3)nn2)O[C@@H]1CO	-43	nt	1.4	-5
CN1CCN(C(=O)C[C@H]2C[C@H]3c4cc(NC(=O)NC5CCCC5)ccc4O[C@H]3[C@@H](CO)O2)CC1	7	4	-1.4	-4
C[C@@H]1CN([C@@H](C)CO)C(=O)c2cc(C#CCN(C)C)cnc2O[C@@H]1CN(C)Cc1ccc(C(=O)O)cc1	17	109*	6.8	2
Cc1noc(C)c1S(=O)(=O)N(C)C[C@H]1OCCCC[C@@H](C)Oc2ccc(NC(=O)C3CCCCC3)cc2C(=O)N([C@@H](C)CO)C[C@@H]1C	-82*	59	-0.6	9
CCS(=O)(=O)Nc1ccc2c(c1)C(=O)N(C)[C@H]1CC[C@H](CC(=O)NCCOC)O[C@H]1CO2	nt	15	1.0	13
COCC(=O)N(C)C[C@@H]1Oc2cc(C#CC(C)C)ccc2S(=O)(=O)N([C@H](C)CO)C[C@H]1C	-19	-28	6.3	-5
COc1ccc(C#Cc2ccc3c(c2)[C@H]2[C@H](CCN2C(=O)C2CCCCC2)[C@H](CO)N3)cc1	-37	83	-0.6	-5

Part of the list above in a different format:
> CCCNC(=O)N1[C@@H](CO)[C@H](c2ccccc2)[C@@H]1CNC(=O)c1cccc(F)c1
  Pf Dd2 inh: -45 | Tcruzi prolif: 102* | GASC1 inh: -1.4 | C diff HTS: -1

> COc1ccccc1S(=O)(=O)N[C@@H]1CC[C@H](CCn2cc(C3CCCC3)nn2)O[C@@H]1CO
  Pf Dd2 inh: -43 | Tcruzi prolif: nt | GASC1 inh: 1.4 | C diff HTS: -5

Carrying on.
molecule	Pf Dd2 inh	Tcruzi prolif	GASC1 inh	C diff HTS
COc1ccc(CN(C)C[C@H]2OCCCC[C@H](C)Oc3ccc(NC(=O)NC4CCCCC4)cc3C(=O)N([C@H](C)CO)C[C@@H]2C)cc1	23	46	-1.7	-1
COC(=O)[C@H]1[C@H](CO)[C@H]2Cn3c(ccc(C4=CCCCC4)c3=O)[C@H]2N1C(=O)C1CCCC1	nt	34	-1.4	-3
CN1C(=O)c2cc(NC(=O)C3CC3)ccc2OC[C@@H]2O[C@@H](CC(=O)NC3CCC3)CC[C@H]21	-19	-26	-2.7	-7
C[C@H](NC(=O)C[C@@H]1C[C@H]2c3cc(NC(=O)NC4CCCCC4)ccc3O[C@H]2[C@@H](CO)O1)c1ccccc1	2	16	32*	nt
COc1ccc(S(=O)(=O)N2C[C@@H](O)COC[C@@H]3O[C@H](CC(=O)NCCCN(C)C)CC[C@H]32)cc1	-9	4	0.7	-1
COc1ccccc1NC(=O)N[C@H]1CC[C@H](CCNC(=O)Cc2ccccn2)O[C@H]1CO	-5	nt	1.7	1
C[C@@H]1CN([C@@H](C)CO)C(=O)Cc2cc(NS(=O)(=O)c3cccs3)ccc2O[C@H]1CN(C)C	3	4	1.1	0
CC(C)[C@H](C)NC(=O)N(C)C[C@@H]1OCc2ccccc2-c2ccccc2C(=O)N([C@@H](C)CO)C[C@H]1C	24	5	-0.7	4
COc1ccc(-c2ccc([C@@H]3[C@@H](CO)N4C(=O)CN(C(=O)c5cccnc5)C[C@@H]34)cc2)cc1	-48	nt	-0.6	-5
C[C@@H]1CN([C@@H](C)CO)S(=O)(=O)c2ccc(Br)cc2O[C@H]1CN(C)Cc1ccc(-c2ccccc2)cc1	-64	nt	-0.5	-3
C[C@H](CO)N1C[C@H](C)[C@H](CN(C)Cc2ccc(C(=O)O)cc2)Oc2ccc(NS(=O)(=O)c3cn(C)cn3)cc2C1=O	25	-54	2.2	-6
CNC[C@H]1Oc2ccc(NC(=O)Nc3ccc(OC)cc3)cc2CC(=O)N([C@@H](C)CO)C[C@H]1C	-15	33	-0.1	-2
O=C(NCC[C@H]1CC[C@H](NC(=O)C2CCOCC2)[C@@H](CO)O1)Nc1ccc(Cl)cc1	12	-47	0.1	0
C[C@@H]1CCCCO[C@H](CN(C)Cc2ccc3c(c2)OCO3)[C@H](C)CN([C@H](C)CO)C(=O)c2cc(NS(=O)(=O)c3cn(C)cn3)ccc2O1	-9	-3	1.2	-2
O=C(CC(F)(F)F)N1C[C@@H]2[C@H](c3ccccc31)[C@@H](CO)N2C(=O)c1cccnc1	-4	14	4.6	3
C[C@H](CO)N1C[C@H](C)[C@H](CN(C)C(=O)c2ccncc2)OCCCC[C@H](C)Oc2ccc(NS(C)(=O)=O)cc2C1=O	65	-139	0.8	-3
C[C@H]1CN([C@@H](C)CO)C(=O)c2cc(NS(=O)(=O)c3ccc(F)cc3)ccc2O[C@@H]1CN(C)C(=O)Nc1ccc(C(F)(F)F)cc1	-43	-2	-0.8	7
CN(C)C(=O)C[C@H]1CC[C@@H]2[C@H](COC[C@H](O)CN2S(=O)(=O)c2ccccc2)O1	18	nt	0.7	4&0
C[C@@H]1CN([C@H](C)CO)C(=O)c2cc(NS(=O)(=O)c3cccs3)ccc2O[C@@H](C)CCCCO[C@@H]1CN(C)S(=O)(=O)c1cn(C)cn1	-14	20	-1.8	3
O=C(NCC1CC1)[C@H]1[C@H](CO)[C@H]2Cn3c(ccc(-c4cccnc4)c3=O)[C@H]2N1C(=O)NC1CCCC1	-6	84	0.5	-4
CCCN1[C@H](C(=O)NC2Cc3ccccc3C2)[C@@H](CO)[C@@H]2Cn3c(cccc3=O)[C@@H]21	-16	-20	1.5	-2
CO[C@H]1CN(C)C(=O)c2ccc(NC(=O)c3ccc(Oc4ccccc4)cc3)cc2OC[C@@H](C)NC[C@H]1C	-61	-50	3.1	nt
C[C@H](CO)N1C[C@H](C)[C@@H](CN(C)C)Oc2ccc(NS(=O)(=O)c3ccc(Cl)cc3)cc2C1=O	8	nt	0.2	0
COc1ccc(-c2ccc([C@@H]3[C@H](C#N)N(C(=O)NC(C)C)[C@H]3CO)cc2)cc1	-2	52	3.1	-14
COc1cccc(C#Cc2ccc([C@H]3[C@H](C#N)N(C(=O)C4CCCC4)[C@H]3CO)cc2)c1	-57	nt	-3.8	-7
C[C@@H]1CN([C@H](C)CO)C(=O)c2cc(C#Cc3ccccc3)cnc2O[C@H]1CN(C)S(=O)(=O)c1ccccc1F	-55	?	nt	-2
O=C(NC1CCC1)[C@H]1[C@H](CO)[C@H]2Cn3c(ccc(C4=CCCCC4)c3=O)[C@@H]1N2CC1CC1	-4	-5	-2.6	-2
CO[C@@H]1CN(C)C(=O)c2ccc(NC(=O)Nc3ccccc3)cc2OC[C@H](C)N(C(=O)CC2CC2)C[C@H]1C	-2	10	5.8	nt
C[C@H](CO)N1C[C@H](C)[C@H](CN(C)S(=O)(=O)c2ccc(F)cc2)Oc2ncc(C#Cc3ccc(F)cc3)cc2C1=O	-30	113*	-2.0	nt
CNC[C@@H]1OCCCC[C@@H](C)Oc2ccc(NC(=O)Nc3ccc4c(c3)OCO4)cc2C(=O)N([C@H](C)CO)C[C@@H]1C	25	95*	1.2	10
O=C(C[C@H]1CC[C@H](NC(=O)Nc2ccccc2)[C@@H](CO)O1)NCc1cccc(F)c1	3	nt	-1.9	3
O=C(NC[C@H]1CC[C@@H]2[C@@H](CN2S(=O)(=O)c2ccccc2)O1)NC1CCCCC1	12	nt	nt	0
O=C(C[C@@H]1C[C@@H]2c3cc(NC(=O)Nc4ccc(C(F)(F)F)cc4)ccc3O[C@@H]2[C@H](CO)O1)NCc1ccc(Cl)cc1	-45	166*	0.3	nt
CO[C@H]1CC[C@H]2CCOc3c(C#N)cccc3C(=O)N(C)[C@H](C)C(=O)N(C)C[C@H]1O2	7	-1	-1.0	nt

Structural class: the entries above with a COOH group
molecule	Pf Dd2 inh	Tcruzi prolif	GASC1 inh	C diff HTS
CN1C(=O)c2cc(NS(=O)(=O)c3cccc(F)c3)ccc2OC[C@@H]2O[C@@H](CC(=O)O)CC[C@H]21	-22	-5	0.4	nt
C[C@@H]1CN([C@@H](C)CO)C(=O)c2cc(C#CCN(C)C)cnc2O[C@@H]1CN(C)Cc1ccc(C(=O)O)cc1	17	109*	6.8	2
C[C@H](CO)N1C[C@H](C)[C@H](CN(C)Cc2ccc(C(=O)O)cc2)Oc2ccc(NS(=O)(=O)c3cn(C)cn3)cc2C1=O	25	-54	2.2	-6

High-throughput results deposited in PubChem by Broad Institute.
